CHOP inhibitor = blocks CHOP induction under ER stress; 3.8% of 220,000 active; CHO-K1 CHOP-promoter luciferase, tunicamycin-induced, 15-18 h; inhibition, % at 10 µM; AID 2732;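 active = compounds that reduced the stress-induced luciferase reporter signal by more than about 70% of percent inhibition, limit read from the data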;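 also: 0% = tunicamycin plus vehicle and 100% = wells without tunicamycin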
Ba/F3 V617F tox = reduce viability of Ba/F3 cells dependent on JAK2V617F. Ba/F3 EpoR-JAK2V617F viability, ATP luminescence. inhibition, % at 5.6 µM. 1.1% of 220,000 active;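 active = inhibition above the campaign mean plus 3 SD over all tested compounds, cut at about 24% in these data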;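 also: cytokine-independent growth of Ba/F3 cells driven by EpoR plus mutant JAK2; 0% = DMSO-treated cells and 100% = JAK inhibitor I control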
TRPML3 ag = activates the human TRPML3 channel; Q8TDD5; HEK293 TRPML3-YFP, Fluo-8 calcium fluorescence; 100% = the carbachol control signal; activation, % at 3 µM; 0.29% of 220,000 active;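 active = activation above its plate's cutoff, the mean activation of the plate's test wells plus 3 SD, cut at about 12% in these data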;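 also: 0% = DMSO only wells and 100% = carbachol wells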
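Test system: HEK293 cells stably carrying human TRPML3-YFP; Doses: single dose, 3 µM final nominal compound, 0.3% DMSO final; Schedule: dye loading 1 h 37 °C then 30 min ambient, 125 s read; Technique: Fluo-8 calcium fluorescence; Benchmarks: high control carbachol 87 µM, low control DMSO.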
Wee1 degr inh = inhibitors of human Wee1 degradation | HeLa Luc-Wee1K328M stability, luciferase luminescence; 100% = proteasome inhibitor MG132 effect | P30291 | 1.2% of 220,000 active | reporter increase, % at 5 µM;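 active = activation above the mean of all tested compounds plus 3 SD, set per screening run, cut at about 8.8% in these data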;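 also: cells exposed to compound for 20 h before luminescence read; 0% = DMSO alone and 100% = MG132 at 30 µM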
Target sequence (P30291 whole entry K328M): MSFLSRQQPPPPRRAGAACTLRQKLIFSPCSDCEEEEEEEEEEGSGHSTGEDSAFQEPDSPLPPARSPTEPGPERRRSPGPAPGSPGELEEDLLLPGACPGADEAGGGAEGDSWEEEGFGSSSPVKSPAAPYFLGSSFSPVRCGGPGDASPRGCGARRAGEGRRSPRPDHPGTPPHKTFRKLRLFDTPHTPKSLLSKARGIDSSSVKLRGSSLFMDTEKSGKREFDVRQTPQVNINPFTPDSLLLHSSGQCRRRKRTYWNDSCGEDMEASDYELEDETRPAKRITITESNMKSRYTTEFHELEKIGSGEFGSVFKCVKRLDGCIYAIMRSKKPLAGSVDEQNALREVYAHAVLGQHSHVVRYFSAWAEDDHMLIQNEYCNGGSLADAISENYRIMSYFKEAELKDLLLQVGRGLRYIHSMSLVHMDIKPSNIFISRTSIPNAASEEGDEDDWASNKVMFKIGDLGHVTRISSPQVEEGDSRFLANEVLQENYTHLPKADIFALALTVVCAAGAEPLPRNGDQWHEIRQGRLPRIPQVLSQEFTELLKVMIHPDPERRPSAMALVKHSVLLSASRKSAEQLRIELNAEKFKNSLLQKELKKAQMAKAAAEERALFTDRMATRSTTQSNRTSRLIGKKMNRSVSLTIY
PPC-1+TRAIL kill = PPC-1 cancer cell killing with TRAIL present. PPC-1 cells + TRAIL, ATPLite viability luminescence. cell killing (% activity), % at 4 µM. 0.41% of 220,000 active. AID 1443;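 active = cell killing above 50% in the first pass at 4 µM, then a duplicate retest at 5 µM averaging 50% or more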;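 also: plate controls were cells with TRAIL plus DMSO for no effect and medium-only wells lacking cells for full effect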
RBBP9 inhibitor = human RBBP9 hydrolase inhibition | O75884 | AID 1515 | recombinant RBBP9, FP-Rh probe fluorescence polarization | inhibition, % at 7.94 µM | 0.2% of 220,000 active;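 active = inhibition above the campaign mean of all tested compounds plus 3 SD, cut at about 14% in these data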;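 also: plate controls were DMSO wells with RBBP9 for no effect and wells lacking RBBP9 protein for full effect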
Target sequence (O75884 whole entry, looked up): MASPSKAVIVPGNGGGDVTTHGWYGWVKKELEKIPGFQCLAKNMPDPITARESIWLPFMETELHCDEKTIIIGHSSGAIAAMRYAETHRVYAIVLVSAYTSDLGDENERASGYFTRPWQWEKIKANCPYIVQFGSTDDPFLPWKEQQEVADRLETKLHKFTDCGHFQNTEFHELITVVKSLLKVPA
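System: RBBP9 protein / Buffer or medium: Tris/NaCl buffer pH 8.0 with 0.1% Pluronic / Probe or stimulus: Serine-hydrolase probe FP-Rh, 375 nM pre-mixing / Dosing: 7.94 µM single dose, 0.794% DMSO / Times: enzyme-compound preincubation 30 min, then probe labeling 45 min, 25 °C / Technique: fluorescence polarization (mP), excitation 525 nm, emission 598 nm / Replication: singlicate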
TNF necrop inh = blocks TNF-alpha induced death of Jurkat FADD-/- cells. 0.068% of 220,000 active. activation (protection from cell death), % at 10 µM. AID 463075. Jurkat FADD-/- TNF necroptosis rescue, ATP luminescence, 24 h; 0 = TNF only, 100 = no-TNF cells;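 active = activation, meaning protection from cell death, of at least 50% relative to plate controls; inactive = activation below 50%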;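 also: necroptosis triggered by 40 ng/mL TNF-alpha added together with compound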
zfTRPN1 agonist = agonists of zebrafish TRPN1 channel | 0.18% of 220,000 active | activation, % at 3 µM | AID 1424 | HEK293 zebrafish TRPN1-YFP, Fluo-8 calcium fluorescence; 100% = response to 87 µM carbachol;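 active = activation above its plate's cutoff, the mean activation of test wells on that plate plus 3 SD, cut at about 19% in these data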;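 also: 0% = DMSO alone and 100% = 87 µM carbachol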
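Control set: carbachol 87 µM as high control, DMSO as low control; system: HEK293 stable line with zebrafish TRPN1-YFP; read-out: % activation versus carbachol response; detection: intracellular calcium fluorescence with Fluo-8; doses: single test compound dose, 3 µM nominal, 0.3% DMSO; schedule: dye 1 h 37 °C plus 30 min RT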
BaF3 tox = counter-screen for JAK2V617F inhibitors: parental Ba/F3 viability inhibitors | CellTiter-Glo ATP luminescence | 1.1% of 220,000 active | inhibition, % at 5.6 µM;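 active = inhibition above a per-campaign cutoff, the mean inhibition of all tested compounds plus 3 SD, cut at about 27% in these data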;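 also: 0% = DMSO wells and 100% = JAK Inhibitor I control wells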
An asterisk follows results filed as active; . = no result given; [ ] = another dose, or the depositor's remark.

SMILES	CHOP inhibitor	Ba/F3 V617F tox	TRPML3 ag	Wee1 degr inh	PPC-1+TRAIL kill	RBBP9 inhibitor	TNF necrop inh	zfTRPN1 agonist	BaF3 tox
Cc1ccc2cc(C)c(SCC(=O)Nc3ccc(S(=O)(=O)N4CCCC4)cc3)nc2c1	49.1	-1.1	1.4	-0.9	12.8	-28.4	5.4	2.0	-8.8
CN(C)S(=O)(=O)c1cccc(C(=O)OCC(=O)NCc2ccccc2)c1	10.4	1.8	0.1	4.4	20.3	-14.0	-0.1	0.0	4.1
Clc1cccc2sc(N3CCOCC3)nc12	.	1.1	0.1	-2.2	.	-0.8	-0.9	0.1	4.5
CCc1ccc2[nH]c(=O)c(CN(CCCN3CCOCC3)C(=O)Nc3ccc(F)cc3)cc2c1	71.0*	3.3	0.3	-0.1	49.9	-5.8	-4.8	1.7	6.2
Cc1c(NC(=O)C(C)OC(=O)c2c3c(nc4ccccc24)CCC3)c(=O)n(-c2ccccc2)n1C (stereo not given)	17.6	0.8	0.3	1.0	14.8	-3.0	-0.3	-0.2	8.9
CC1(C)N=C(c2ccc(Cl)cc2)C(=O)N1	-1.3	-4.0	-0.5	0.7	-1.9	-0.9	-0.1	2.1	0.3
CC(=O)N(C)C1=C(O)c2ccccc2C(=O)C1=O	22.6	-0.5	0.3	0.3	5.6	-4.5	-4.4	0.1	5.3
COc1ccc(N2CCN(C3CC(=O)N(C)C3=O)CC2)cc1 (stereo not given)	21.5	4.6	0.0	-0.2	-2.1	-9.4	-0.4	0.2	1.8
CCC(Sc1ccc(Cl)cc1)C(=O)Nc1nnc(-c2cccc([N+](=O)[O-])c2)s1 (stereo not given)	18.2	-3.4	0.6	-2.2	-2.3	-6.0	4.7	-0.9	0.4
CC(=O)c1cccc(NC(=O)C2C3C=CC(C3=C(c3ccccc3)c3ccccc3)C2C(=O)O)c1 (stereo not given)	12.2	-2.0	0.8	1.9	6.3	-2.5	-0.5	-0.1	2.7
CSc1ccc(CNC2CC2)cc1	2.7	2.2	1.2	-0.1	18.5	-3.6	-2.5	0.9	-0.9
Cc1ccc(NC(=S)NN2CCOCC2)c(C)c1	12.5	1.3	0.6	1.8	0.4	2.2	-2.6	-1.8	4.8
c1ccc(-c2nc3ccccn3c2NC2CCCC2)nc1	-32.7	0.3	-0.3	0.5	-4.9	-10.5	-2.0	-2.2	3.4
O=c1[nH][nH]c(C(F)(F)F)c1C=Nc1ccccc1	-12.6	-3.0	-0.2	-0.5	-5.0	0.6	-2.5	0.3	1.5
COC(=O)[C@@H](NC(=O)N1CCN(c2cccc(C(F)(F)F)c2)CC1)C(C)C	9.9	1.6	0.5	0.6	9.6	-5.6	-0.8	-0.2	0.7
CC1=C(C(=O)OC(C)C)C(c2c[nH]c3ccccc23)n2ncnc2N1 (stereo not given)	29.8	-3.4	0.1	0.7	-9.6	-2.1	3.2	-1.1	-3.0
CCn1c(=S)[nH]c2ccccc21	15.0	-2.2	-0.5	-0.2	29.7	2.1	-1.5	-0.5	-0.3
Nc1nonc1C(=O)N/N=C/c1ccncc1	-8.5	-0.1	1.2	0.6	16.4	2.1	-0.2	0.5	6.3
Clc1ccccc1CO/N=C1\CCCc2nonc21	29.2	-3.4	0.4	-1.7	27.5	-10.4	7.8	-2.1	2.0
COc1ccc(OC)c(C(=O)N2CCC(C(=O)c3ccc(F)cc3)CC2)c1	30.2	-4.8	1.2	0.8	38.5	-4.5	1.1	0.0	-3.9
Cc1ccc(-n2ccc(=O)c(-c3ccnc(SCc4cccc(Cl)c4)n3)n2)cc1	98.2*	-4.7	-0.7	0.4	13.2	-4.2	-2.9	1.1	1.9
CC(NC(=O)C12CC3CC(C1)CC(n1cncn1)(C3)C2)C12CC3CC(CC(C3)C1)C2 (stereo not given)	-9.6	-2.3	-1.2	3.8	-1.6	2.3	-1.4	3.9	5.6
C=CCN(C(=O)Cn1nnc2ccccc21)C(C(=O)NCCOC)c1ccc(OC)cc1OC (stereo not given)	-30.1	-1.2	0.0	-2.4	14.7	0.0	-1.4	-0.7	0.9
Cc1cc(NC(=O)c2ccc(NC(=O)C3CC3)cc2)no1	-13.2	3.8	1.6	1.2	-2.9	-0.2	1.3	1.4	6.7
CCOC(=O)c1cc(-c2ccccc2)sc1NC(=O)C(C)N1C(=O)NC(C)(c2ccc(Cl)cc2)C1=O (stereo not given)	41.7	-0.1	0.5	-2.6	5.3	-13.8	0.4	-0.2	4.2

Single records (already shown). Order of values: CHOP inhibitor, Ba/F3 V617F tox, TRPML3 ag, Wee1 degr inh, PPC-1+TRAIL kill, RBBP9 inhibitor, TNF necrop inh, zfTRPN1 agonist, BaF3 tox
Clc1ccccc1CO/N=C1\CCCc2nonc21 reads 29.2, -3.4, 0.4, -1.7, 27.5, -10.4, 7.8, -2.1, 2.0
CCOC(=O)c1cc(-c2ccccc2)sc1NC(=O)C(C)N1C(=O)NC(C)(c2ccc(Cl)cc2)C1=O (stereo not given) reads 41.7, -0.1, 0.5, -2.6, 5.3, -13.8, 0.4, -0.2, 4.2
CC(=O)c1cccc(NC(=O)C2C3C=CC(C3=C(c3ccccc3)c3ccccc3)C2C(=O)O)c1 (stereo not given) reads 12.2, -2.0, 0.8, 1.9, 6.3, -2.5, -0.5, -0.1, 2.7
Nc1nonc1C(=O)N/N=C/c1ccncc1 reads -8.5, -0.1, 1.2, 0.6, 16.4, 2.1, -0.2, 0.5, 6.3

(further entries)
SMILES	CHOP inhibitor	Ba/F3 V617F tox	TRPML3 ag	Wee1 degr inh	PPC-1+TRAIL kill	RBBP9 inhibitor	TNF necrop inh	zfTRPN1 agonist	BaF3 tox
COc1cc(C(=O)NCC2(N3CCCCC3)CCCCC2)ccc1OCC(=O)N1CCOCC1	18.3	1.7	-0.6	2.1	-8.1	-8.0	-0.3	0.5	0.2
CC(C)CC(NC=C1C(=O)OC(C)(C)OC1=O)C(=O)O (stereo not given)	64.2	1.1	-0.3	-3.0	.	-3.9	-0.6	-0.2	1.8
CCOc1ccccc1Nc1nnc(SCc2nnc(-c3cc(OC)c(OC)c(OC)c3)o2)s1	-4.5	-0.9	-0.7	-1.5	12.1	-1.8	-10.2	-0.6	4.5
CN(C)CCN(Cc1ccc(Cl)cc1)c1ccccn1	4.1	-0.2	0.0	2.2	8.6	8.0	3.5	1.5	2.0
Cc1ccc(C(C)C)c(OCC(=O)NNC(=O)C(C(C)C)N2C(=O)c3ccccc3C2=O)c1 (stereo not given)	48.0	0.4	-0.5	-1.8	-5.7	-2.9	1.2	-0.6	4.0
CCc1ccc(N2C(=O)CN(Cc3sccc3C)C2=S)cc1	25.5	5.5	-0.4	-2.2	14.8	-0.7	0.8	0.0	8.0
CCCCC(=O)Nc1ccccc1C(C)C	6.1	-3.9	0.6	3.5	19.0	-7.9	0.1	0.6	5.5
Cc1ccc(C)c(NC(=O)C(NCC(C)(C)N2CCOCC2)c2ccccc2)c1 (stereo not given)	3.1	1.3	1.0	-1.5	0.8	-2.0	0.6	1.3	8.7
Fc1ccc(NC(=S)NCc2ccccc2Cl)cc1	11.2	3.0	2.8	-1.9	3.5	6.6	-7.2	4.6	8.8
COC(=O)Cc1[nH]n(-c2ccccc2)c(=O)c1C(C)=Nc1ccccc1	-31.6	-5.7	0.9	-3.1	5.6	-13.0	1.1	-0.4	-1.4
O=C(Cc1ccccc1)NNS(=O)(=O)c1ccc(F)cc1	-13.1	-4.2	0.3	1.9	.	-0.2	-0.4	0.7	-0.4
O=C(/C=C/c1ccco1)Nc1cccc(NC(=O)/C=C/c2ccco2)n1	-46.7	-1.8	0.4	-0.2	17.4	-13.2	1.5	1.2	3.4
CN(CC(=O)NCc1ccc(Cl)cc1)S(=O)(=O)c1cccc2nsnc12	-23.4	1.1	-0.9	7.0	12.4	-2.8	0.1	0.7	4.7
C=CCc1c(C)nc(C)nc1N/N=C/c1ccccc1	-27.5	-4.3	-0.4	2.6	6.1	5.5	1.3	-1.6	2.9
CCOC(=O)c1sc(/N=C/C2=C(O)CC(C)(C)CC2=O)c(C(=O)OCC)c1C	2.6	1.3	-0.8	0.6	5.0	-3.2	-3.7	-2.5	2.5
CC(O)c1nc2ccc(Cc3ccc4nc(C(C)O)[nH]c4c3)cc2[nH]1 (stereo not given)	17.3	-0.5	2.2	-1.9	31.5	0.0	1.4	2.7	4.6
Cc1ccc(NC(=O)C2C(=O)N(C)c3ccccc32)cc1 (stereo not given)	-42.5	-4.5	0.5	0.0	26.8	1.7	2.5	0.3	1.7
CCOC(=O)N1CCN(C(=O)CCn2c(=S)[nH]c3ccsc3c2=O)CC1	27.1	3.8	-0.7	-1.8	8.5	-3.0	-0.1	-0.2	2.8
CC(O)C1CCC2C3CC[C@H]4CC(O)CCC4(C)C3CC3(OCCO3)C12C (stereo not given in full)	-29.5	-1.3	0.6	-0.4	-18.1	-6.4	-3.1	4.0	5.9
CC(=O)N(C)C1=C(N2CCOCC2)C(=O)c2ccccc2C1=O	-30.0	101.0*	-0.6	-4.9	24.4[5 µM]	8.7	-24.1	-0.9	101.3*
CN1CCN(/N=C/c2nc(-c3cccc([N+](=O)[O-])c3)n3ccccc23)CC1	-2.5	-2.2	0.6	1.2	-8.4	-5.8	0.7	-0.7	0.2
O=C1NC2(CCOc3ccccc32)C(=O)N1CC(=O)N(Cc1ccccc1)C1CCS(=O)(=O)C1 (stereo not given)	0.3	3.1	0.9	-0.1	20.4	-0.4	-0.3	0.4	6.6
O=C(c1ccc(Cn2c(=S)[nH]c3cc4c(cc3c2=O)OCO4)cc1)N1CCN(c2ncccn2)CC1	53.1	0.1	-0.1	-1.7	-3.7	-2.0	-4.6	0.1	4.4
Cc1nc2c(c(-c3ccccc3)c1C#N)C(=O)c1ccccc1-2	-14.6	3.1	0.5	-1.2	-16.2	6.5	-1.3	0.7	0.8
Cc1ccccc1-n1nnnc1Sc1nnnn1-c1ccccc1	-15.9	4.5	0.9	-0.8	9.3	-2.3	-13.0	-0.6	-0.3
C=CCn1c(C)cc(C(=O)CN2C(=O)c3ccccc3C2=O)c1C	32.6	-5.1	-0.4	2.5	43.4	7.0	-0.9	2.1	1.7
CCC(=O)N1CCc2cc(Br)cc(S(=O)(=O)CCC(=O)NCC3CCCO3)c21 (stereo not given)	23.1	-0.5	0.2	4.4	2.3	-7.4	-1.0	-1.0	1.8

Screening results from PubChem.
